From PubChem
Nrf2 activator – activates Nrf2 signaling; AREc32 ARE-luciferase reporter (MCF7-derived line), luminescence, 24 h; Potency, µM (top dose mostly 46.1 µM), inactives show top-dose activation, actives largely listed as activators; actives 0.31% (n = 410,000); AID 624171; also: % of control where 0% means no effect; nearly all actives have a fitted effect of over 65% in size
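ARE-driven firefly luciferase activity in AREc32 cells measured after a 24 hr compound exposure at 37 deg C, using Steady-Glo reagent and a 30 min room-temperature hold.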
TGFb SMAD3 inh – TGF-b pathway inhibition | HepG2 CAGA-GFP TGF-b/SMAD3 reporter, GFP fluorescence, 18 h; TGF-beta stimulated, 500 pg/mL final | Potency, µM (doses to about 46.1 µM), without a hit: top-dose activity, negative = inhibition, hits mostly inhibitors | actives 1.2% (n = 410,000) | AID 588855; also: % is scaled to controls: 0 for no effect and ±100 for the full control effect; nearly all actives have a fitted effect of over 65% in size
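First, reporter cells (HEPG2 CAGA-GFP) rested 2 h at 37 degrees C. Next, compounds were pinned in and TGF-beta added to 500 pg/mL final. After 18 h, GFP was imaged per cell and summed per well.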
S2 tox – reduces viability in counter-screen for ATXN expression inhibitors. Potency, µM (highest dose often 56.7 µM), hits mostly cytotoxic. S2 cells (HEK-293 line with an ATXN2-luciferase reporter) viability, CellTiter-Fluor protease fluorescence, 24 h. actives 0.49% (n = 400,000); also: nearly all actives have a fitted effect of over 40% in size
Nrf2 inh – Nrf2 pathway inhibition. actives 2.1% (n = 360,000). A549 ARE-Fluc reporter, luciferase luminescence, 18-24 h. Potency, µM (series often up to 46 µM), without a hit: top-dose activity change, negative = inhibition, actives largely listed as inhibitors. AID 504444; also: % is scaled to controls: 0 for no effect and ±100 for the full control effect; nearly all actives have a fitted effect of over 60% in size
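Nrf2 function is reported as luminescence of an ARE-controlled luciferase in A549 cells. Compounds were tested at several concentrations, and a CellTiter-Fluor read on the same wells flagged cytotoxicity.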
A549 tox – counter-screen for Nrf2 inhibitors: cytotoxicity in A549 cells. A549 ARE-Fluc cells, CellTiter-Fluor viability, 18-24 h. Potency, µM (titrated, usually from 46 µM), inactives show top-dose activity change, negative = cytotoxicity, usual class: inhibitors. actives 0.16% (n = 390,000). AID 504648; also: % is scaled to controls: 0 for no effect and ±100 for the full control effect
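A549 ARE-Fluc cells in 5% FBS OPTI-MEM, 5000 cells/well, rested 2 h then exposed to compounds in concentration-response for 18-24 h at 37 °C. Viability by CellTiter-Fluor fluorescence (Ex 405/Em 525) after 30 min; luciferase luminescence (BugLite, 15 min, RT) read afterwards.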
MCF10A rereplic – DNA re-replication induction in MCF 10a cells; MCF 10A DNA re-replication, Hoechst nuclear intensity, 48 h; Potency, µM (highest dose often 46.1 µM), for inactives: at the top dose activity, positive = re-replication, usual class: activators; actives 2.9% (n = 350,000); AID 624296; also: % of control where 0% means no effect; nearly all actives have a fitted effect of over 50% in size
EPAC2 antagonist – blocks human EPAC2 exchange factor; Q8WZA2; EPAC2 GEF exchange of Rap1B-BODIPY-GDP, fluorescence; Potency, µM (doses to about 114 µM), for the others: at the top dose activity, negative = inhibition, usual class: inhibitors; actives 0.18% (n = 360,000); AID 720708; also: % is scaled to controls: 0 for no effect and ±100 for the full control effect; nearly all actives have a fitted effect of over 45% in size; many of its hits are not listed in these tables
Target sequence (Q8WZA2 whole entry, looked up): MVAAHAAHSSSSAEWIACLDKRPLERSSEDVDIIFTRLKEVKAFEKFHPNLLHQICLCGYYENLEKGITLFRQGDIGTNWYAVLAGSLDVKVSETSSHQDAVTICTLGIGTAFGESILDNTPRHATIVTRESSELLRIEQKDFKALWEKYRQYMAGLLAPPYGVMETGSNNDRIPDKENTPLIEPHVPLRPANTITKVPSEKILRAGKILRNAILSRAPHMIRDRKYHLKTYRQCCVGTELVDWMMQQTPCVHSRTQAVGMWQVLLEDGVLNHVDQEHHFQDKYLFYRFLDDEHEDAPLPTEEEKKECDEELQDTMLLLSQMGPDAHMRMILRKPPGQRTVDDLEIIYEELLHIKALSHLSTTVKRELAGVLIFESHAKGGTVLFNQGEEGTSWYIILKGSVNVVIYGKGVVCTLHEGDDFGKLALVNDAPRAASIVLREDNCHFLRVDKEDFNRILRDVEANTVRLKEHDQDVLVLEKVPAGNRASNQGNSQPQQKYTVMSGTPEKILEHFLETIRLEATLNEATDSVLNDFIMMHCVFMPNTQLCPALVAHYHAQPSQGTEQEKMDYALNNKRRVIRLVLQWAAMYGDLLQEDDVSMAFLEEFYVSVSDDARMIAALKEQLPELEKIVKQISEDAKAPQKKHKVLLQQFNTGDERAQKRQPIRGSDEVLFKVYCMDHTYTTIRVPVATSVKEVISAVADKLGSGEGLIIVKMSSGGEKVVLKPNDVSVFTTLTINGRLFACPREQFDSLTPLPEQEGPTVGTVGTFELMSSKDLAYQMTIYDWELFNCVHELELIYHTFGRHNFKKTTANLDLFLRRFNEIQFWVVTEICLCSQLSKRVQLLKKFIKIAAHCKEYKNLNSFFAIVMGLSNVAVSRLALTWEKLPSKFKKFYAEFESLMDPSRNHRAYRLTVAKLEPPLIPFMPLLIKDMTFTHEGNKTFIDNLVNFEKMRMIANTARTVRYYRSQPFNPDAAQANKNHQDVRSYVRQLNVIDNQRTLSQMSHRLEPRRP
ATXN2 expr inh – inhibitors of ATXN2 expression | actives 0.72% (n = 360,000) | HEK-293 ATXN2-luciferase reporter, luminescence, 24 h | AID 1745845 | Potency, µM (highest dose often 57 µM), inactives show at the highest dose activity change, negative = inhibition, most hits filed as inhibitors; also: % is scaled to controls: 0 for no effect and ±100 for the full control effect; nearly all actives have a fitted effect of over 55% in size
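ATXN2-luciferase reporter cells (luciferase flanked by upstream and downstream ATXN2 gene portions) were treated 24 h at 37 °C with compounds at up to 57 uM. SteadyGlo luminescence gave expression; GF-AFC fluorescence gave viability.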
HepG2 tox – counter-screen for TGF-b inhibitors: cytotoxicity in HepG2 cells. HepG2 CAGA-GFP viability, ATP luminescence, 18 h. Potency, µM (doses to about 46.1 µM), inactives show top-dose activity change, negative = cytotoxicity, most hits filed as cytotoxic. actives 0.76% (n = 410,000). AID 588856; also: some results filed as inactive show a strong effect at the top dose
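HepG2 CAGA-GFP cells (1000/well, DMEM with 1% FBS) received compound, then TGF-beta at 500 pg/mL final, and were incubated 18 hours at 37 degrees C. Viability was read by CellTiter-Glo luminescence. Media-only wells were set as complete cell-killing and DMSO as no toxicity.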
An asterisk follows results filed as active; i = inactive; ? = inconclusive; . = not tested or not shown; [ ] = dose if it differs, or a comment. Calls follow the shape of the dose curve; as a rule, active = well fitted curve in the direction sought with a large enough effect; inconclusive = small, poorly fitted or top-dose-only effect, or another doubt; inactive = no such curve, though single readings can be large; an effect the other way counts as inactive or inconclusive. Potency is read from the fitted curve at half-maximal effect. A portion of the library; the hit share may differ from the screen's.

SMILES	Nrf2 activator	TGFb SMAD3 inh	S2 tox	Nrf2 inh	A549 tox	MCF10A rereplic	EPAC2 antagonist	ATXN2 expr inh	HepG2 tox
O=C(COC(=O)CNC(=O)c1ccc(F)cc1)NC1CCCc2ccccc21 (configuration not stated)	0.3%	-14%	i	15%	5%	-2%	10%	.	-10%
C[C@H](CO)N1C[C@H](C)[C@@H](CN(C)CC2CC2)Oc2c(NS(=O)(=O)c3ccccc3)cccc2C1=O	-0.3%	5%	i	3%	-1%	3%	2%	14%	3%
CC1(C)Cc2c(sc3c2c(=O)n(Cc2ccccc2)c2nncn32)CO1	0.2%	?	i	3%	-4%	-5%	10%	-6%	-6%
O=C1CN2C(=Nc3ccc(Cl)cc3C2c2ccccc2)CN1 (configuration not stated)	0.1%	-15%	i	6%	6%	-3%	17%	3%	15%
O=C(Nc1nc2ccccc2s1)C1c2ccccc2Oc2ccccc21	2.7%	?	i	?	-15%	?	-1%	-13%	-32%
Cc1cccc(C(=O)OCC(=O)NC(=O)c2ccccc2)c1O	-0.8%	-9%	i	5%	-2%	-3%	0%	7%	3%
Cc1cc(C(=O)N2CCC(C(N)=O)CC2)c(C)o1	0.3%	-6%	i	-8%	1%	10%	1%	11%	6%
Cc1ccc(C(=O)N2CC(C)CC(C)C2)cc1S(=O)(=O)N1CCCCC1 (configuration not stated)	-0.2%	-15%	?	-16%	-8%	2%	-18%	.	-7%
CCOC(=O)C1(C)CCN1C(=O)c1cc(-c2ccc(Cl)cc2)oc1C (configuration not stated)	6.4%	1%	?	.	.	.	-11%	0%	-33%
CC1(C)CC(=O)C2=C(C1)OC(=O)CC2c1cccs1 (configuration not stated)	0.0%	5%	i	5%	1%	-2%	13%	-4%	14%
CC1(C)Cc2nc(Cl)c(C(=O)O)cc2CO1	2.6%	-4%	i	-13%	1%	?	-11%	-2%	0%
Cc1ccc(S(=O)(=O)N(C)Cc2ccccc2)cc1C(=O)N1CCCCC1	1.7%	-37%	i	?	8%	0%	-8%	-21%	-4%
COc1ccc(C(=O)COC(=O)Cc2n[nH]c(=O)c3ccccc23)c(OC)c1	-0.6%	18%	i	-8%	-1%	5%	1%	-16%	-5%
COc1cc(C(CC(=O)Nc2cc(C)ccc2C)N2Cc3ccccc3C2=O)cc(OC)c1OC (configuration not stated)	0.0%	-3%	i	24%	-3%	.	.	13%	-9%
CN(C)c1nc(N)c(C#N)c(C#N)c1C#N	1.5%	-1%	i	?	?	-3%	-2%	-2%	-4%
Cc1c(Cl)cccc1NC(c1ccc(F)cc1)c1nnc(-c2ccccc2)o1 (configuration not stated)	7.7%	-26%	i	?	2%	.	.	-7%	-23%
Cc1ccc(OC(=O)c2ccc(N3CCOCC3)c([N+](=O)[O-])c2)cc1	0.1%	9%	i	8%	-1%	12%	-1%	1%	-26%
Cc1cc(C)nc(NS(=O)(=O)c2ccc(NS(=O)(=O)c3ccc(F)c(F)c3)cc2)n1	2.0%	16%	i	.	.	.	-10%	.	8%
C(=N\n1cnnc1)/c1ccccn1	0.1%	14%	i	3%	-7%	-2%	-4%	-4%	3%
CN(Cc1ccccn1)C(=O)C1CCC(=O)N(Cc2cccc(F)c2)C1 (configuration not stated)	-0.9%	-28%	?	-9%	0%	6%	6%	.	-11%
O=C1CN(C(=O)/C=C/c2cccc(Cl)c2)c2ccccc2N1	8.3%	-1%	i	?	-11%	?	-2%	-5%	-5%
O=C(Nc1ccccn1)C(c1ccccc1)c1ccccc1	0.7%	-1%	i	.	.	.	-18%	.	-5%
O=C(c1ccco1)N1CCN(C(=O)c2cnn(-c3ccc(Cl)cc3)c2C2CCNCC2)CC1	-0.9%	0%	i	-6%	-4%	0%	-5%	2%	-6%
CC(C)c1ccc(NC(=O)COC(=O)c2c[nH]c(=O)[nH]c2=O)cc1	1.7%	-1%	i	-2%	-5%	-2%	-4%	5%	0%
O=C(NCCc1ccc(F)cc1)C1CCCO1 (configuration not stated)	-0.6%	2%	i	3%	1%	6%	4%	9%	3%
SMILES	Nrf2 activator	TGFb SMAD3 inh	S2 tox	Nrf2 inh	A549 tox	MCF10A rereplic	EPAC2 antagonist	ATXN2 expr inh	HepG2 tox
CCOc1ccccc1CNC(=O)c1ccc(Sc2ccc(Cl)cc2)c(NC(C)=O)c1	-0.7%	?	i	-3%	2%	20%	-4%	2%	-1%
Cc1ccc(/C([O-])=C(/C(=S)NCc2ccco2)[n+]2ccccc2)cc1[N+](=O)[O-]	-0.4%	-3%	i	-1%	-1%	2%	9%	17%	2%
CCn1c(SCC(=O)N2CCC(C)CC2)nnc1-c1ccco1	2.6%	22%	i	13%	17%	-14%	16%	-1%	-5%
COC1OC2COC(c3ccccc3)OC2C(NC(C)=O)C1OC(C)=O (configuration not stated)	-1.0%	-5%	i	.	.	.	-6%	.	-1%
O=C(Cc1cn2ccsc2n1)Nc1nc2c(s1)CCCC2	2.9%	0%	i	?	-2%	13%	35%[activator]	5%	8%
N#CCSc1ccc(-c2nc3ccccc3[nH]2)cn1	9.1%	0%	i	?	-9%	-2%	2%	38%[activator]	-34%
Clc1cc(Cl)cc(Nc2ccccc2CN(C/C=C/c2ccc3c(c2)OCO3)Cc2ccccc2)c1	-1.1%	8%	i	.	.	.	8%	-6%	-1%
COc1cc(/C=C(/NC(=O)c2ccccc2)C(=O)N2CCOCC2)c([N+](=O)[O-])cc1OC	-0.4%	1%	i	0%	-6%	-5%	3%	-1%	-11%
COc1ccc(S(=O)(=O)CCc2nnc(NC(=O)c3cccs3)s2)cc1	-1.2%	6%	i	16%	0%	-1%	-6%	-4%	-12%
CCc1c(C)sc(NC(=O)c2cc(-c3cc(OC)ccc3OC)on2)c1C#N	-0.6%	2%	.	11%	-7%	2.6µM*	12%	14µM*	2%
Cc1ccc(C)c(N2CCN(CCCNC(=O)Cn3cc4c(n3)CCCCC4)CC2)c1	0.1%	?	?	-14%	?	?	-9%	?	-105%
COc1ccc2[nH]c(C)c(C(=O)CN3CCOCC3)c2c1	-0.6%	19%	i	5%	8%	1%	-6%	-13%	-20%
CC(=O)Oc1ccc2cc(-c3ccccc3)c(=O)oc2c1	4.0%	-2%	.	2%	15%	?	11%	33%	-24%
CCn1c(=O)c2c(nc(SCc3ccccn3)n2C)n(C)c1=O	-0.4%	8%	i	-8%	-3%	-5%	0%	9%	-3%
CCn1c2ccccc2c2cc(NC(=O)COc3cc(C)ccc3C)ccc21	0.3%	15%	i	.	-3%	.	.	3%	1%
O=C(Nc1ccccc1)C1=C[C@@H](C2CC2)C[C@@H](OCc2ccc(CO)cc2)O1	4.1%	-4%	i	29%	4%	8%	9%	25%	-41%
CCC(Cc1ccccc1)NC(=O)CSc1ccsc1[N+](=O)[O-] (configuration not stated)	3.1%	14%	?	1%	-18%	7%	0%	-8%	3%
CCCCN1CC(N2CCN(C(=O)c3ccco3)CC2)CS1(=O)=O (configuration not stated)	0.0%	-11%	i	.	.	.	17%	1%	-10%
COc1ccc(OC)c(NC(=O)c2cc(-c3ccc(F)cc3OC(C)C)n[nH]2)c1	0.8%	20%	i	.	.	.	6%	-25%	-14%
CCOCCn1c(SC(C)C(C)=O)nc2c1c(=O)[nH]c(=O)n2C (configuration not stated)	0.1%	0%	i	9%	7%	4%	1%	.	120%
CC(NC(=O)Cc1ccsc1)c1ccc(Cl)cc1Cl (configuration not stated)	-0.3%	-1%	i	20%	-2%	0%	-5%	-13%	3%
O=S(=O)(Nc1ccon1)c1cc(Cl)ccc1Cl	-0.5%	-21%	i	-5%	1%	3%	-10%	-4%	15%
CCOC(=O)Cc1csc(NC(=O)Cc2ccccc2[N+](=O)[O-])n1	6.3%	16%	i	28%	4%	8%	4%	25%	3%
OC1(c2ccccn2)COc2ccccc2O1 (configuration not stated)	4.6%	25%	i	8%	-14%	-4%	0%	7%	27%
Cc1c(C(=O)NCCCc2ccccc2)cccc1[N+](=O)[O-]	0.1%	10%	i	4%	0%	0%	15%	0%	-2%

Compound profiles, as listed above. Order of screens: Nrf2 activator, TGFb SMAD3 inh, S2 tox, Nrf2 inh, A549 tox, MCF10A rereplic, EPAC2 antagonist, ATXN2 expr inh, HepG2 tox
`Cc1ccc(C)c(N2CCN(CCCNC(=O)Cn3cc4c(n3)CCCCC4)CC2)c1` reads 0.1%, ?, ?, -14%, ?, ?, -9%, ?, -105%
`N#CCSc1ccc(-c2nc3ccccc3[nH]2)cn1` reads 9.1%, 0%, i, ?, -9%, -2%, 2%, 38%[activator], -34%
`CCn1c2ccccc2c2cc(NC(=O)COc3cc(C)ccc3C)ccc21` reads 0.3%, 15%, i, ., -3%, ., ., 3%, 1%
`CCn1c(SCC(=O)N2CCC(C)CC2)nnc1-c1ccco1` reads 2.6%, 22%, i, 13%, 17%, -14%, 16%, -1%, -5%
`CC(NC(=O)Cc1ccsc1)c1ccc(Cl)cc1Cl` (configuration not stated) reads -0.3%, -1%, i, 20%, -2%, 0%, -5%, -13%, 3%

Going on with the list:
SMILES	Nrf2 activator	TGFb SMAD3 inh	S2 tox	Nrf2 inh	A549 tox	MCF10A rereplic	EPAC2 antagonist	ATXN2 expr inh	HepG2 tox
CC1CCc2c(sc(NC(=O)Cn3nnc(-c4ccc(C(F)(F)F)cc4)n3)c2C#N)C1 (configuration not stated)	-1.2%	9%	i	4%	5%	.	.	-1%	1%
Cc1cc(Br)cn2c(Cc3cccc(F)c3)c(C3CCCCC3)nc12	5.3%	?	i	.	.	.	-14%	-7%	-30%
FC(F)(F)Oc1ccc(Nc2nc(N3CCOCC3)nc(N3CCOCC3)n2)cc1	-0.1%	8%	i	1%	6%	?	3%	-18%	4%
CCOc1ccc(CNCCCSc2ncccn2)cc1OC	-0.9%	4%	?	2%	-3%	1%	2%	.	8%
O=C(CCNS(=O)(=O)c1ccc(OC(F)(F)F)cc1)Nc1cccc(S(=O)(=O)N2CCCC2)c1	-1.1%	?	i	-28%	0%	3%	-10%	-10%	-1%
O=C(c1nn(Cc2ccccc2)c(=O)c2ccccc12)N1CCc2ccccc2C1	0.3%	?	i	23µM*	?	5%	-21%	-7%	8%
NC(=O)C1CCCN(C(=S)Nc2ccccc2)C1 (configuration not stated)	-0.4%	11%	i	?	0%	-2%	16%	-7%	12%
